HCV NS3 hel inh: inhibitors of Hepatitis C virus NS3 helicase. NS3 helicase DNA unwinding, Cy5 molecular beacon fluorescence. inhibition, % at 10.9 µM. hit rate 0.56% among 290,000;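 active = inhibition above the mean of all tested compounds plus 3 SD, set per campaign, cut at about 35% in these data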;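 also: 0% = DMSO wells and 100% = thioflavine S control wells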
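Test system: hepatitis C virus NS3 helicase domain fragment enzyme. Also added: annealed dual-labelled DNA beacon duplex, ATP-started. Timing: 60 min unwinding reaction at 25 °C after ATP addition. Technique: Cy5 fluorescence. Measure: % inhibition of unwinding.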
M18AAP inhibitor: blocks P. falciparum M18 aspartyl aminopeptidase. recombinant PfM18AAP, H-Glu-NHMec fluorogenic cleavage. inhibition, % at 7.35 µM. hit rate 1.2% among 290,000. AID 1822;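 active = inhibition above the campaign mean inhibition over all tested compounds plus 3 SD, cut at about 28% in these data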;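 also: 0% = plate median of test compound wells and 100% = 2 mM ZnCl2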
DNA FID counter: displaces DNA intercalator in HCV helicase counter-screen | DNA fluorescent intercalator displacement, fluorescence | inhibition, % at 7.9 µM | hit rate 0.17% among 290,000; in the data active = inhibition above about 37%;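 also: 0% = vehicle and 100% = reference compound; higher means more ethidium bromide displaced from hairpin DNA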
IDE inh: cellular human IDE inhibition; P14735; HEK cells, FAbetaB cleavage, fluorescence polarization; inhibition, % at 5.59 µM; hit rate 0.41% among 320,000; AID 434962;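 active = percent inhibition above the average of all tested compounds plus 3 SD, set per screening campaign, cut at about 16% in these data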;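 also: IDE supplied by intact live HEK cells; FP after avidin binding of uncleaved biotin substrate so inhibition keeps polarization high; 0% = DMSO wells and 100% = 60 µM reference IDE inhibitor Ii1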
SUMO HTRF inh: SUMOylation inhibition; P63279; HTRF SUMOylation assay, SAE1/SAE2 + UBC9, in vitro; inhibition, % at 35 µM; hit rate 0.36% among 290,000; AID 2006; in the data active = inhibition above about 50%, passing the limit was not always enough; also: strong numbers were not always called active
Target sequence (P63279 whole entry, looked up): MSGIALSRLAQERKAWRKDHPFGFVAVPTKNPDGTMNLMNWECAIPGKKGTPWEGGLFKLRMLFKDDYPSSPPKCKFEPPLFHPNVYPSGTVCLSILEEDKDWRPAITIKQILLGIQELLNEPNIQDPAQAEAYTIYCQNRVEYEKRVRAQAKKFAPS
VIM-2 inh: inhibitors of Pseudomonas aeruginosa VIM-2 metallo-beta-lactamase; hit rate 0.89% among 290,000; inhibition, % at 5.6 µM; purified VIM-2, nitrocefin hydrolysis, epi-absorbance fluorescence;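 active = inhibition above the mean of all tested compounds plus 3 SD, cutoff set per screening run, cut at about 7.5% in these data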;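 also: red hydrolysis product quenches plate fluorescence so inhibitors raise well fluorescence; 0% = enzyme with DMSO and 100% = DMSO without enzyme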
IMP-1 inhibitor: inhibitors of Pseudomonas aeruginosa IMP-1 metallo-beta-lactamase | hit rate 0.45% among 290,000 | AID 1556 | inhibition, % at 5.6 µM | purified IMP-1, nitrocefin hydrolysis, epi-absorbance fluorescence;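 active = inhibition above the mean plus 3 SD of all compounds in the same screening run, cut at about 4.5% in these data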;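 also: 0% = IMP-1 with DMSO and 100% = DMSO wells lacking enzyme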
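system = purified recombinant IMP-1 beta-lactamase | amount = 0.2 nM IMP-1, as dispensed | medium = HEPES buffer pH 7.1 with ZnSO4 and Brij 35 | times = 25 °C, 15 min preincubation, 25 min reaction | detection = plate fluorescence quenching by hydrolysis product, ex 480/em 530 nm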
IDE act: activators of human insulin-degrading enzyme in cells; HEK cells, FAbeta-B cleavage, fluorescence polarization; 0% vehicle, 100% cell-free pure enzyme wells; activation, % at 5.96 µM; hit rate 0.073% among 340,000;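 active = activation above the mean of all tested compounds plus 3 SD, set per screening campaign, cut at about 17% in these data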
p-CIP stab down: p/CIP protein destabilization | decrease of EGFP signal, % at 10 µM | Q05BA5 | hit rate 0.01% among 290,000 | F442A p/CIP-EGFP cells, EGFP fluorescence, 16 h;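 active = EGFP signal decrease of at least 30% at 10 µM or well 3 SD below plate mean, unless failing retest; inactive = the rest, including hits failing retest or dose response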; also: some compounds called inactive have numbers as strong as hits; many of its hits are not listed in these tables
Active calls of the source: *; . = no result given.

SMILES	HCV NS3 hel inh	M18AAP inhibitor	DNA FID counter	IDE inh	SUMO HTRF inh	VIM-2 inh	IMP-1 inhibitor	IDE act	p-CIP stab down
Cc1cc[n+]2c3c(cccc13)CCC2	-3	-4	2	0	-6	0.2	-1.2	5	0
Cc1cc(NC(=O)Nc2cccc(Cl)c2)n(-c2ccccc2)n1	-5	-6	-5	2	18	0.1	-2.1	0	-4
COCCOc1ccc(C(F)(F)F)cc1NC(=O)COC(=O)c1cc([N+](=O)[O-])ccc1N1CCOCC1	-13	3	-12	0	2	-1.9	-3.3	6	9
C/C(=N/NC(=O)CNC(=O)Cc1ccccc1)c1ccco1	1	3	-9	-3	-7	-1.2	-3.6	3	-2
CCn1c(O)c(N=NC(=O)c2cccs2)c2ccccc21	-1	6	3	0	1	-2.9	-3.1	0	-1
O=C(CSc1nn(-c2ccc(F)cc2)c(=S)s1)NC(=O)NCc1ccco1	20	6	-12	2	16	-0.1	-3.0	-1	-16
COC(=O)c1ccc(OC)c(-c2c(OC)cc(OC)cc2OC)c1	-5	5	-6	6	12	-3.0	-2.2	0	-1
COc1cccc(NC(=O)COC(=O)Cc2ccccc2[N+](=O)[O-])c1	-3	-19	-9	-2	-6	-0.8	-2.4	4	-25
Clc1ccc(SCCCCN2CCOCC2)cc1	-3	-1	7	2	-8	-4.4	-3.7	-4	4
Cc1ccccc1C(=O)NC(CC(C)C)C(=O)Nc1ccc(S(N)(=O)=O)cc1 (configuration not stated)	-2	2	-7	-2	-1	-1.2	-1.1	0	-10
c1ccc2[nH]c(N3CCOCC3)nc2c1	6	1	0	4	9	-4.3	-3.1	6	4
O=C(CN1C(=O)COc2ccccc21)N(CCCN1CCOCC1)CC1CC=CCC1 (configuration not stated)	-11	5	16	-3	27	-3.0	-2.4	7	-4
COc1ccc(/C=C/CN2CCC(Oc3ccc(C(=O)N4CCCCC4)cc3)CC2)cc1	-41	-10	12	3	7	1.4	-1.3	7	3
COc1cc(NC(=O)COC(=O)/C=C/c2c(C)nn(C3CCS(=O)(=O)C3)c2Cl)cc(OC)c1OC (configuration not stated)	2	-6	-18	-4	-5	-0.8	-1.9	6	-17
COc1ccc(C)cc1S(=O)(=O)N1CCC(C(=O)N2CCN(C)CC2)CC1	-1	4	-1	0	-2	-3.2	-3.2	0	2
Cc1ccc(C(NC(=O)Nc2ccccn2)C(Cl)(Cl)Cl)cc1F (configuration not stated)	-11	-16	-18	3	-5	-2.0	-0.3	1	-16
Cc1csc(NC(=O)c2ccc(C)c([N+](=O)[O-])c2)n1	-9	12	6	-2	17	-3.8	-1.9	2	-7
COc1ccc2c(=O)c(C(=O)O)c(-c3ccc4c(c3)OCO4)n(C)c2c1	-2	4	0	-3	10	2.6	-1.0	4	2
CCNC(=S)NCc1ccc(OC)c(OC)c1	-6	-3	-2	3	11	-1.6	-2.0	1	-14
CC1Sc2ccc(S(=O)(=O)CCC(=O)N3CCCC3)cc2NC1=O (configuration not stated)	16	-9	-8	2	9	-3.2	-2.5	5	-10
CC(C)CC(O)(c1ccccc1)C(CN1CCOCC1)c1ccccc1 (configuration not stated)	-6	-2	-16	-1	17	-1.5	-2.2	0	-8
O=C(Cn1nc(-c2ccccc2)nc1-c1ccccc1)OC1CCCCC1	-2	-3	-24	0	-14	-1.6	-5.1	6	4
CC(=O)Nc1nnc(SCC(=O)NC2CC2)s1	8	-3	0	0	-4	-2.6	-2.1	-1	-2
Cc1ccccc1-c1nc2c3ccccc3nc(=S)n2[nH]1	2	7	-9	-5	14	-3.6	-2.6	-2	6
Cc1nn(-c2ccccc2)nc1CNS(C)(=O)=O	0	-1	0	4	15	-2.3	-1.9	6	-15
COc1ccc(NC(=O)C2CCN(Cc3cnn(-c4ccccc4)c3-n3cccc3)CC2)cc1OC	-11	-13	12	0	-10	-2.7	-0.6	5	-8
CCSCCOC(=O)C1=C(C)NC(=O)NC1c1ccccc1 (configuration not stated)	5	0	-17	2	-4	2.2	0.6	0	-4
O=C(NC(=S)Nc1cccc2ncccc12)c1ccco1	-7	8	-3	1	20	1.5	-0.3	0	-3
O=C1CCC(C(=O)Nc2ccc(Cl)cc2)N1 (configuration not stated)	1	-12	1	-2	10	-1.0	-2.0	-1	-11
Cc1ccc(S(=O)(=O)Nc2cc(C(=O)N3CCOCC3)ccc2N2CCCCC2)cc1	8	-28	-35	7	-5	-2.5	-2.0	6	-13
COc1nc(N(C)C)nc(-n2nnc(C(C)=O)c2C)n1	-2	-8	0	6	-20	2.6	-1.6	4	-9
COC(=O)c1ccccc1NC(=O)CN(C)S(=O)(=O)c1ccc(OC)c(C)c1	-3	5	-7	1	11	-3.0	-2.3	6	-1
Cc1cc(NC(=O)CSc2n[nH]c(=O)[nH]c2=O)ccc1Br	2	-1	-2	7	-13	-1.2	-0.3	1	13
COc1ccc(OCCCC(=O)OC(C)C(=O)Nc2cccc(C(C)=O)c2)cc1 (configuration not stated)	-1	-2	-26	1	-1	-1.4	-0.2	5	-19
Cc1nn(CC(=O)NNC(=S)Nc2ccccc2)c(C)c1[N+](=O)[O-]	-1	8	-4	5	-3	-3.3	-2.5	-1	-8
COc1ccc(CN(CCC#N)C(=S)NC(=O)c2ccccc2)cc1	7	4	-10	1	0	-2.9	-0.9	1	4
O=C(NCCC1=CCCCC1)C1CCN(C(=O)c2ccc(Cl)cc2)CC1	8	4	-36	2	22	-2.1	-3.5	-5	-4
COC(CNS(=O)(=O)c1cc2c3c(c1)CCN3C(=O)CC2)OC	-2	-4	-7	2	-6	-2.3	-1.9	6	3
COc1ccc(C2(C)NC(=O)N(CC(=O)NC3(C#N)CCCCC3)C2=O)cc1 (configuration not stated)	5	-16	-5	-5	15	-1.1	-1.6	-2	-10
C#CCNc1nc(C(C)C)nc2c1nnn2Cc1ccccc1F	4	2	-17	1	-1	-1.9	-2.4	-5	0
Cc1ccc(Cl)cc1NC(=S)N/N=C/c1cccc2ccccc12	30	4	-17	2	-19	-5.6	-3.8	-1	-18
COC(=O)c1ccc2c(=O)n(CC3CCCO3)c(SCC(=O)Nc3ccccc3OC)nc2c1 (configuration not stated)	-10	-5	-3	4	12	-1.5	-0.8	-3	-10
CC(CC(=O)Nc1ccc(C(N)=O)cc1)c1ccccc1 (configuration not stated)	-7	-2	-2	3	-10	0.6	-3.2	3	-4
Nc1ccc2nc3n(c(=O)c2c1)CCC3	.	.	.	3	20	.	.	5	-13
CS(=O)(=O)N(CCc1ccccc1)CC(=O)Nc1ccc(OCc2ccccc2)cc1	-13	0	-18	1	1	-1.5	-1.5	-4	-35
C#CCOCCOCCOCCNc1nc(N2CCOCC2)nc(N2CCN(C(=O)[C@H](Cc3ccc(O)cc3)n3cc([C@@H](N)CC(C)C)nn3)CC2)n1	-17	0	19	2	16	-0.3	-2.1	2	-11
CCOc1ccc(CNC(=O)C2Cc3cc(S(=O)(=O)N4CCCCC4)ccc3N2C(C)=O)cc1 (configuration not stated)	2	4	-43	-2	-3	-4.7	0.7	-3	-6
Cc1cc(C(=O)CSc2nnc(C3COc4ccccc4O3)n2C)c(C)n1-c1ccc(F)cc1 (configuration not stated)	-15	0	-28	8	-9	-0.2	-4.3	1	8
Cc1ccc(Nc2nnc(SCc3cc(=O)n4cc(C)ccc4n3)s2)cc1	-6	3	-4	3	15	2.3	-2.7	-3	-6
CCOc1ccc(-n2c(N)c(-c3nc4ccccc4n3C)c3nc4ccccc4nc32)cc1	-4	-5	-2	-2	-4	0.5	-0.7	2	-8

(more compounds)
SMILES	HCV NS3 hel inh	M18AAP inhibitor	DNA FID counter	IDE inh	SUMO HTRF inh	VIM-2 inh	IMP-1 inhibitor	IDE act	p-CIP stab down
COC(=O)c1ccc(-c2nc3cc(N)ccc3o2)cc1	-5	-9	-2	3	8	-0.2	-1.1	4	1
CC(C)c1ccc(C(C(=O)NC2CCCC2)N(C(=O)CNC(=O)c2ccco2)c2cccnc2)cc1 (configuration not stated)	-1	-1	-3	3	-14	-3.2	-2.6	3	-26
CCn1cc[n+](C)c1P(c1ccccc1)c1ccccc1	1	5	5	0	2	-2.6	-3.6	0	0
Cc1ccc(C(=O)c2c(NC(=O)c3ccccc3C)sc(C)c2C)cc1	-7	-17	-6	-5	-17	1.4	-1.1	0	6
CC1=C(C(=O)Nc2ccccn2)C(c2ccc(N(C)C)cc2)n2ncnc2N1 (configuration not stated)	0	2	-4	-4	-1	1.4	-2.0	3	-3
CC1=C(C)CC(C(=O)c2ccc(C)cc2)C(C(=O)O)C1 (configuration not stated)	1	-17	-21	-6	1	-0.4	-6.4	2	3
CC(=O)N1CCC(N(CCN2CCOCC2)C(=S)Nc2ccc(C)c(C)c2)CC1	13	3	-6	-2	-2	-3.2	0.0	8	2
CN(C)CCNC(=O)CNC(=S)N(CCCN1CCOCC1)Cc1cccs1	0	-17	6	5	9	-0.5	-1.4	-4	-5
CCOC(=O)/C(C#N)=C(\O)c1ccc(NC(=O)c2ccc([N+](=O)[O-])cc2)cc1	6	0	-7	-2	14	-3.0	-4.5	.	-23
O=C(CCc1ccccc1)Nc1cccnc1	2	0	-1	1	-1	0.5	-1.4	0	-1
CC(C)C(=O)Nc1nnc(SCC(=O)NC2CC2)s1	8	1	7	2	-5	-3.3	-1.9	3	4
COc1ccc(-c2cc(C(=O)N(C)Cc3ccccc3)c3ccccc3n2)cc1	4	-10	-35	2	31	-1.7	-1.9	2	3
CN(C)CCSc1nc(-c2ccccc2)nc2c1COC(C)(C)C2	-3	-4	7	4	4	-2.0	0.1	-4	3
O=C1CNC(=O)N1CC(=O)N1CCCc2ccccc21	6	-12	-2	2	16	-2.0	-6.4	-1	-8
CC(=O)c1cccc(CN2CCN(CCc3ccccc3)C(CCO)C2)c1 (configuration not stated)	-8	-5	14	-2	0	1.3	-0.1	9	11
O=C(CNC(=O)c1ccc(S(=O)(=O)N2CCCC2)cc1)N/N=C/c1ccc(Cl)cc1Cl	15	1	-5	24*	-4	-2.4	-2.8	-7	-5
COCCCNC(=S)NC1CCCCC1	-10	-8	3	0	5	-2.3	-3.9	6	-7
O=C(CN1CCN(S(=O)(=O)N2CCOCC2)CC1)Nc1cc(Cl)ccc1Cl	-4	-2	-31	1	-3	1.6	0.5	2	-7
COc1cccc(C(=O)Nc2ccc3[nH]ncc3c2)c1	1	3	1	5	13	-2.3	-2.8	6	-11

Screens deposited in PubChem BioAssay by several laboratories.
